KCNH2 WT inh = blocks the wildtype human KCNH2 potassium channel; AID 720551; actives 0.37% (n = 340,000); U2OS, BacMam KCNH2, thallium flux FluxOr; hits give low values; activity change, % at 1.84 µM; Q12809;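 active = maximum activity change below -70%; inconclusive = maximum activity change between -70% and -50%; inactive = maximum activity change above -50%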; also: % is scaled to controls: 0 for no effect and ±100 for the full control effect
Target sequence (Q12809 whole entry, looked up): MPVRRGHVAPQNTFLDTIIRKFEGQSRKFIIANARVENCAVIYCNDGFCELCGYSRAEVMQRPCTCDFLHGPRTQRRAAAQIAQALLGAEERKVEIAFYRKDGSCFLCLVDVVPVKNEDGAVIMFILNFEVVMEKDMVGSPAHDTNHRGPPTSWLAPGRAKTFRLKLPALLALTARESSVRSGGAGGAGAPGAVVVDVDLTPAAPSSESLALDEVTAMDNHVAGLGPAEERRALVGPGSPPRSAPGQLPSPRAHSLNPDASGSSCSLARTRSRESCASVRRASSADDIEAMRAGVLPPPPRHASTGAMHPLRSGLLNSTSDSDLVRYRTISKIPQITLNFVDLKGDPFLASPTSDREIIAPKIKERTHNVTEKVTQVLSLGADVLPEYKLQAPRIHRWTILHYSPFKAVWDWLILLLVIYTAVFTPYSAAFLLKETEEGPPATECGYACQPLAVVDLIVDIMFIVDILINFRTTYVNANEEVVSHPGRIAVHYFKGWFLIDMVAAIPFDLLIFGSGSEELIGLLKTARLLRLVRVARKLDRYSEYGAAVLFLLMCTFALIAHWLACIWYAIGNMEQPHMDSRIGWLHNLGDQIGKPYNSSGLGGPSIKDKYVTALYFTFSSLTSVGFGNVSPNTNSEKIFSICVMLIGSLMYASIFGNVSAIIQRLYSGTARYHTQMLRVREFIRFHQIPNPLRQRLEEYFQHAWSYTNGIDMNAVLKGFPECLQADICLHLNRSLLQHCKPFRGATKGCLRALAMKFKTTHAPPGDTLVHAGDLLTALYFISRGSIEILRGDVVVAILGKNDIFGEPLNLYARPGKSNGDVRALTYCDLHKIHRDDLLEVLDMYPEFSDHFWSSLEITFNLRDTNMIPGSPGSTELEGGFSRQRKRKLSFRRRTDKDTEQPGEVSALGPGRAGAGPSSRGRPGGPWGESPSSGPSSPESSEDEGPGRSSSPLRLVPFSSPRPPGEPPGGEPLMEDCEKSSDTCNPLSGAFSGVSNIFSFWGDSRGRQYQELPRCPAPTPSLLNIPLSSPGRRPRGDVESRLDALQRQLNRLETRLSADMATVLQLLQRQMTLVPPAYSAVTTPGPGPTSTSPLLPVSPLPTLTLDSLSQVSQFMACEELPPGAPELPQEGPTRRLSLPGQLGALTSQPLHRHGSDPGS
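U2OS cells were transduced with wild-type KCNH2 virus (2.03 x 10^8 / mL) for 4 h at room temperature, then cultured overnight at 37 C. Thallium flux was read with FluxOr dye. Rate constants were normalized to DMSO controls.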
KCNH2 3.1 block = blocks the human KCNH2 3.1 channel isoform. U2OS KCNH2 3.1, thallium flux FluxOr; hits give low values. activity change, % (tested at about 1.8 µM). actives 0.95% (n = 340,000);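 active = maximum activity change below -70%; inconclusive = maximum activity change from -70% to -50%; inactive = maximum activity change above -50%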;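 also: thallium influx rate constant from kinetic fluorescence after stimulation buffer; % is scaled to controls: 0 for no effect and ±100 for the full control effect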
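Steps: virus added to U2OS suspension (4 h, RT, dark); medium with 10% FBS added, cells plated, 37 C overnight; FluxOr/Red40 loading buffer 45 min RT; stimulation buffer, 2 min kinetic read; rate constant normalized.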
A-T KAP1 phos = potential ataxia-telangiectasia treatments restoring KAP-1 phosphorylation | […] A-T fibroblasts, KAP-1 phosphorylation AlphaLISA; neocarzinostatin DNA damage 30 min before lysis | Potency, µM (titrated, usually from 57.5 µM), for inactives: at the highest dose activation, actives largely listed as activators | actives 0.19% (n = 320,000); also: potency is read from the fitted curve at half-maximal effect; % of control where 0% means no effect; nearly all actives have a fitted effect of over 45% in size
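ATM-like activity read as KAP-1 phosphorylation via AlphaLISA donor/acceptor antibody pairs after lysis and 6 hr at 25C. Cells were ATM-null patient fibroblasts ([…], hTERT), dosed 60 min, then exposed to the DSB inducer NCS for 30 min.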
FBPA coupling cs = inhibits coupling enzyme system, counter-screen for aldolase hits. activity change, negative = inhibition, % at 58.2 µM, hits read low. coupling enzyme system counterscreen, AmpLite Red fluorescence. actives 0.67% (n = 290,000). AID 2472; in the data active = activity change below about -30%; also: % is scaled to controls: 0 for no effect and ±100 for the full control effect
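Counterscreen lacking aldolase: glyceraldehyde-3-phosphate coupling-enzyme reagent preincubated 10 min at RT with compound (at 57.5 uM final), then substrate/coupling system with AmpLite Red added; fluorescence read at 525/598 nm after 20 min RT.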
ASM inhibitor = blocks human secretory acid sphingomyelinase. P17405. placental ASM, HMU-PC fluorogenic substrate, 60 min. Potency, µM (series often up to 57.5 µM), inactives show at the top dose activity change, negative = inhibition, most hits filed as inhibitors. actives 0.006% (n = 340,000); also: potency is read from the fitted curve at half-maximal effect
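qHTS format. ASM enzyme prepared from human placenta hydrolyses the fluorogenic substrate HMU-PC0 (9 uM final) over 60 min at 37 °C after a 10 min compound preincubation.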
a7 integrin act = integrin-mediated muscular dystrophy alleviation activation; alpha7betagal myoblasts, beta-gal FDG fluorescence, 48 h; actives 0.064% (n = 350,000); Potency, µM (series often up to 38.3 µM), without a hit: top-dose activation, usual class: activators; AID 624291;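 also: potency is read from the fitted curve at half-maximal effect; 100% = response of the positive control SU9516; nearly all actives have a fitted effect of over 60% in size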
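alpha7betagal+/- myoblasts (passage 13, 250/well) treated 48 h at 37C with compounds at 1:260 dilution of DMSO stock. Lysed, then beta-galactosidase activity read as FDG fluorescence (ex 480/em 540) after 30 min, with pre-read for autofluorescence.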
TRPV1 ag = agonists of human vanilloid receptor 1 (TRPV1); Q8NER1; TRPV1-expressing cells, Fluo-8 calcium influx, agonist mode; activation, % at 8.33 µM; actives 0.19% (n = 320,000); AID 540275; in the data active = activation above about 80%; inconclusive = between about 30% and that limit; also: 0% is about no effect
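Fluo-8 calcium influx in TRPV1-expressing cells, kinetic read (ex 480/em 520 nm). Compound added and read 3 min for agonist activity, followed by capsaicin at EC20 final and 2 min further read for enhancement.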
GALK inhibitor = blocks human galactokinase activity. Potency, µM (series often up to 57.5 µM), for the others: top-dose activity change, negative = inhibition, usual class: inhibitors. AID 1868. actives 0.007% (n = 270,000). Purified GALK, Kinase-Glo residual ATP luminescence. P51570; also: potency is read from the fitted curve at half-maximal effect; % is scaled to controls: 0 for no effect and ±100 for the full control effect
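Quantitative HTS: GALK 5 nM, ATP 35 uM, galactose 100 uM, 1 h room temperature, then luciferase-based ATP detection.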
MBNL1-CUG inh = MBNL1-poly(CUG) RNA binding inhibition | Q9NR56 | TR-FRET MBNL1-His/biotin-(CUG)12 binding, 665/545 ratio | Potency, µM (series often up to 57.5 µM), for inactives: at the highest dose activity change, negative = inhibition, actives largely listed as inhibitors | actives 0.036% (n = 280,000) | AID 2675; active = well fitted inhibition curve with a large enough effect in the signal ratio, with a control signal flat, not every such curve was filed as active; inconclusive = small, poorly fitted or top-dose-only effect, or effect the other way, or a change in a side signal; inactive = no such curve, though single readings can be large or run the other way; the % refers to the signal ratio; also: potency is read from the fitted curve at half-maximal effect; % is scaled to controls: 0 for no effect and ±100 for the full control effect
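Ratiometric TR-FRET (665 over 545 nm, excitation 340 nm) tracks disruption of MBNL1-His/biotin-(CUG)12 complex after 60 min at room temperature, with compounds at 92 nM to 58 uM final.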
MLL CXXC-DNA inh = blocks binding of human MLL CXXC domain to DNA. Q03164. MLL-CXXC / FITC-HOXA9 DNA fluorescence polarization. Potency, µM (series often up to 115 µM), for the others: top-dose activity change, negative = inhibition, most hits filed as inhibitors. actives 0.037% (n = 290,000). AID 2662; active = well fitted inhibition curve with a large enough effect in the polarisation, with a control signal flat, not every such curve was filed as active; inconclusive = small, poorly fitted or top-dose-only effect, or effect the other way, or a change in a side signal; inactive = no such curve, though single readings can be large or run the other way; the % refers to the polarisation; also: potency is read from the fitted curve at half-maximal effect
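Fluorescence polarization: 7 uM MLL-CXXC (stock) preincubated 5 min with compounds, then 50 nM fluorescein-HOX-A9 DNA (stock) added; 30 min ambient. Buffer 50 mM Tris-HCl pH 7.5, 50 mM NaCl, 1 mM DTT, 0.05% BSA.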
The depositor's hits bear a star; ? = inconclusive; · = not tested or not shown; [ ] = dose if it differs, or a comment. Unless noted, calls follow the shape of the dose curve; as a rule, active = well fitted curve in the direction sought with a large enough effect; inconclusive = small, poorly fitted or top-dose-only effect, or another doubt; inactive = no such curve, though single readings can be large; an effect the other way counts as inactive or inconclusive.

molecule	KCNH2 WT inh	KCNH2 3.1 block	A-T KAP1 phos	FBPA coupling cs	ASM inhibitor	a7 integrin act	TRPV1 ag	GALK inhibitor	MBNL1-CUG inh	MLL CXXC-DNA inh
Cc1ccc(C(=O)N(CN2CCCC2=O)c2ccc(F)cc2)cc1	2	20	·	-1	5%	19%	20	0%	1%	-2%
COc1cc(CCC(O)CC(=O)CCc2ccccc2)ccc1O (configuration not stated)	3	-8	1%	4	-3%	13%	84*	0%	3%	-3%
O=C(Nc1cccc(Cl)c1)c1cnn2cccnc12	12	-8	5%	0	0%	-19%	13	1%	-4%	14%
CCOC(=O)c1cccnc1NC(=O)c1ccccc1	-7	-13	-7%	5	2%	11%	2	2%	8%	0%
Cc1cc(NS(=O)(=O)c2ccc(Nc3nc(-c4sc(C)nc4C)cs3)cc2)no1	·	·	-2%	4	·	·	-1	2%	-15%	4%
COc1ccc(OCCOC(=O)c2cccs2)cc1	-14	-3	1%	1	-3%	-6%	-16	1%	5%	-4%
Cc1cc(C(=O)COC(=O)c2cccnc2Cl)c(C)n1CC1CCCO1 (configuration not stated)	-4	2	3%	3	3%	-9%	26	11%	-6%	-1%
CCOC(=O)C1=C(N)N2C(=O)C(C)SC2=C(C(=O)OCC)C1c1ccc(O)cc1 (configuration not stated)	9	-8	0%	0	-9%	9%	?	1%	11%	-4%
Cc1cc(C(=O)CN2C(=O)NC3(CCC(C)CC3)C2=O)c(C)n1C (configuration not stated)	1	-4	-2%	2	-4%	15%	0	8%	2%	14%
COc1ccc(S(=O)(=O)N(CC(=O)N2CCOCC2)c2ccc(F)cc2)cc1OC	-5	0	-3%	1	0%	-15%	1	5%	-5%	-5%
CCN(CC)S(=O)(=O)c1cc(NC(=O)c2ccccc2OCc2c(C)noc2C)ccc1C	-7	0	·	·	-2%	-35%	·	·	·	·
O=C(NC1CCCCC1)C(=O)N(Cc1cccnc1)C(C(=O)NCc1ccco1)c1ccccc1 (configuration not stated)	·	·	-3%	0	·	·	3	0%	-4%	-3%
CCSc1nnc(NC(=O)[C@H](C)N2C(=O)C3CC=CCC3C2=O)s1 (some centres not stated)	-10	12	-1%	-2	2%	18%	-6	-2%	-8%	-3%
COc1ccc(C2N(c3ccccc3)C(=O)C2(F)F)cc1OC (configuration not stated)	3	-9	-16%	2	1%	23%	-3	4%	-1%	0%
Cn1ccsc1=NC(=O)c1ccc(S(=O)(=O)C(F)F)cc1	11	3	13%	2	-1%	8%	-1	-1%	45%[activator]	-9%
COc1ccccc1-c1noc2ncnc(Nc3cccc(C)c3C)c12	-10	-5	13%	1	-11%	-1%	0	·	-6%	16%
CCOC(=O)C(NC(=O)CCC(=O)Nc1ccc(S(N)(=O)=O)cc1)C(O)c1ccccc1 (configuration not stated)	-14	-9	31%	4	5%	11%	1	2%	-20%	-5%
Cc1ccc(C(=O)NC(=S)Nc2ccccc2C)cc1	0	-9	2%	-8	-1%	-38%	7	4%	-2%	-6%
Fc1cccc(-c2n[nH]c(=S)n2-c2ccccc2)c1	3	11	-4%	4	-2%	21%	-2	-1%	116%[activator]	-1%
CCC(=O)Nc1ccc(C(=O)Nc2c[nH]c(=O)[nH]c2=O)cc1	11	-3	6%	2	2%	9%	-6	-1%	-6%	22%
CCCCOc1ccc(/C=C/C(=O)NCCc2nc3ccccc3[nH]2)cc1	30	3	-1%	-1	-11%	-12%	?	5%	-13%	-4%
O=S(=O)(c1cccs1)N1CCN(CC(O)COc2cc(Cl)ccc2Cl)CC1 (configuration not stated)	1	-25	6%	-2	-6%	-37%[inhibitor]	-3	1%	1%	1%
Cc1ccc(S(=O)(=O)Nc2nc3ccccc3nc2Nc2cccc(S(=O)(=O)N3CCCC3)c2)cc1	23	0	2%	4	299%[activator]	-21%	2	0%	-6%	-5%
CCC(C)NC(=O)COC(=O)c1cc([N+](=O)[O-])ccc1Sc1nc(C)cs1 (configuration not stated)	3	5	0%	1	-1%	-39%[inhibitor]	0	-3%	?	2%
Cc1snc2sc(C(=O)c3ccc(F)cc3)c(N)c12	1	11	-6%	-12	-3%	-5%	-4	-3%	21%	5%
CCOc1cc(C(=O)Nc2ccc([N+](=O)[O-])cn2)cc(OCC)c1OCC	1	-5	-2%	0	2%	?	12	0%	?	2%
Cc1cc(=O)oc2c(C)c(OCC(=O)NCCCn3ccnc3)ccc12	1	10	-1%	1	3%	-5%	0	-1%	-1%	-3%
COc1cc(CNc2nc3ccccc3s2)cc(OC)c1OC	-5	-23	-3%	-2	-2%	-5%	3	0%	2%	-1%
COc1ccc(NC(=O)CN2CCCN(S(=O)(=O)c3ccc(F)cc3)CC2)cc1	5	-2	2%	0	4%	20%	1	-6%	-2%	-3%
COc1ccc(/C=C/C(=O)NC(=S)NCCc2ccc(OC)c(OC)c2)cc1	-8	-12	-3%	0	-6%	10%	3	·	7%	1%
COc1ccc(/C=N/n2cnc3c([nH]c4ccc(C)cc43)c2=O)cc1CN1CCCC1	6	-28	6%	0	?	-37%	-6	0%	-3%	64%[activator]
Cc1cccn2c(=O)nc(SCC(=O)NCc3ccc(F)cc3)nc12	4	-10	8%	·	0%	21%	1	·	·	·
COc1ccc(NC(=O)c2oc3ccccc3c2NC(=O)c2ccco2)cc1	-11	-3	-2%	-4	-12%	12%	22	4%	8%	12%
CC1=C(C(=O)Nc2ccc([N+](=O)[O-])cc2)C(c2cccc(C(F)(F)F)c2)NC(=S)N1c1ccccc1 (configuration not stated)	1	-14	1%	-2	-21%	-17%	3	0%	12%	5%
CC(C)(C)S(=O)(=O)c1cnc(-c2cnccn2)nc1N	-6	-1	-2%	0	0%	19%	9	·	2%	-13%
CSc1ccc(CN2CCC(CO)(Cc3ccc(Cl)cc3)CC2)cc1	-33	-101*	0%[11.5 µM]	9	0%	-55%[inhibitor]	0	4%	-15%	-7%
N/C(CCN1CCOCC1)=N/O	-5	0	4%	1	3%	-6%	1	0%	-8%	-2%
Cc1cc(Br)ccc1NC(=O)c1ccc(-n2cncn2)c([N+](=O)[O-])c1	-1	-2	-3%	·	-1%	-12%	13	·	·	·
CCN(CC(=O)NC(C)C)C(=O)c1ccc(S(=O)(=O)N(C)c2ccccc2OC)cc1	-5	20	4%	0	3%	-44%	1	4%	-3%	0%
O=C(Oc1c(CN2CCOCC2)cc(Cl)c2cccnc12)c1cccs1	-17	4	8%	-12	-5%	-61%[inhibitor]	18	10%	?	-3%
CCOCCCNC(=O)c1oc2ccc(S(=O)(=O)N3CCOCC3)cc2c1C	24	13	-3%	4	0%	-47%[inhibitor]	-4	9%	-3%	37%[activator]
O=C(Cn1ccc2ccccc2c1=O)NCCC(=O)N1CCCCC1	-7	-10	4%	-1	4%	-4%	-3	0%	-6%	19%
Cc1ccc(OCCCn2ccnc2)c(Br)c1	23	-8	-2%	0	-4%	-49%[inhibitor]	2	3%	9%	1%
COC(=O)c1cc(OC)c(OC)cc1NC(=S)N1CCN(Cc2ccccc2)CC1	4	4	5%	2	2%	-20%	-4	-1%	-5%	2%
O=C(CN1CCCC1)Nc1cccc(Cl)c1Cl	4	20	-6%	2	1%	7%	5	-6%	-1%	4%
Cc1ccc(NC(=O)CNC(=O)c2ccc(C)o2)cc1	0	5	10%	-1	0%	6%	-9	8%	-3%	-1%
Cc1noc(/C=C/c2cccnc2)c1[N+](=O)[O-]	8	0	7%	1	1%	?	3	0%	?	14%
CCN(CC)C(=O)CSc1ncnc2c1cnn2Cc1ccccc1	3	?	4%	0	1%	24%	1	4%	-8%	-5%
Cc1ccc(C)c(/C=N/NC(=S)NCCc2ccccc2)c1	4	0	-3%	-3	-1%	-18%	-1	0%	-12%	3%
CCN(CCCNC(=O)CNC(=O)c1nn(-c2ccc(OC)cc2)c(=O)c2ccccc12)c1cccc(C)c1	3	-14	-1%	-3	-1%	2%	0	1%	31%[activator]	18%
CC(OC(=O)c1cccc(S(=O)(=O)N2CCCCCC2)c1)C(=O)Nc1ccc(S(N)(=O)=O)cc1 (configuration not stated)	-13	4	-4%	·	-9%	22%	26	·	·	·
Cc1ccc(CNC(=O)c2cccc3c2C(=O)c2ccc(N4CCOCC4)cc2S3(=O)=O)cc1	4	22	3%	·	-8%	-2%	2	·	·	·
